Tn7 DDE FP = DD(E)-Tn7 binding inhibition, primary FP screen; FP displacement of FITC-Tn7 peptide from fibrin DD(E); 0% = median of compound wells per plate; inhibition, % at 8.3 µM; 370,000 tested, 0.13% active; AID 720508;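 active = inhibition above the mean of compounds falling within the control limits plus 3 SD of them, cut at about 14% in these data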;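 also: 0% = plate median of compound wells and 100% = 10 µM Aha-Tn7 peptide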
Target sequence (P02675 whole entry, looked up): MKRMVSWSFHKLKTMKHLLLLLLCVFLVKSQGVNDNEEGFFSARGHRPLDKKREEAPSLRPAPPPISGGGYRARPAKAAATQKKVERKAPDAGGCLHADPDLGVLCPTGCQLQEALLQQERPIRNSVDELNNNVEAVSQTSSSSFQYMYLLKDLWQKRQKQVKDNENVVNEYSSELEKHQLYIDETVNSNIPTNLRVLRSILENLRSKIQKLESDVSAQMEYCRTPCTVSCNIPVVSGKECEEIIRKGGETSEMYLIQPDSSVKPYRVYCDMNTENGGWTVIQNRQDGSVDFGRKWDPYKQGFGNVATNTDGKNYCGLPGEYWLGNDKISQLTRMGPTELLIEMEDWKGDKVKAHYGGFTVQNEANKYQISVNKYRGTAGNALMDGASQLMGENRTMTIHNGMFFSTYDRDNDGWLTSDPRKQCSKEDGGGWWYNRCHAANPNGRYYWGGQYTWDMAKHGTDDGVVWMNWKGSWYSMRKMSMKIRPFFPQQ
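Assay system: human fibrin DD(E). Input: DD(E) 2 µM final. Medium: Tris buffer with calcium and detergent, pH 7.8. Compound dosing: single point at 8.3 µM. Timing: 10 min plus 3 h, room temperature. Technique: fluorescence polarization of the labelled Tn7 tracer. Read-out: percent inhibition. Replicates: singlicate testing.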
ARFGAP1 inhibitor = inhibits rat ARF GTPase activating protein 1; Arfgap1-stimulated ARF1 GTP hydrolysis, GDP FP detection; inhibition, % at 16.5 µM; 360,000 tested, 0.26% active; AID 651572;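 active = inhibition above a per-plate limit, mean inhibition of low control wells plus 3 SD, cut at about 25% in these data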;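 also: 0% = DMSO wells with enzyme and 100% = wells lacking Arfgap1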
Target sequence (Q62848 1-136 limits assumed): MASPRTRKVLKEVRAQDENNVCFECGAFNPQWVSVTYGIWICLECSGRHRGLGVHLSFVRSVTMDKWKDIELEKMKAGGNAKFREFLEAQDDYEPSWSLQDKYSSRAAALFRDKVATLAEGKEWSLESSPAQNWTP
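Repeats: one replicate per compound; assay system: rat Arfgap1 catalytic domain, aa 1-136; times: enzyme reaction 120 min at 25 °C after 20 min preincubation; detection: FP of antibody-bound GDP Alexa 633 tracer, ex 620/em 688 nm; benchmarks: high control wells lacking Arfgap1, low control full reaction with DMSO; reagent: human ARF1(Δ1-17)-GTP substrate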
proKLK7 act = activators of human kallikrein-7 zymogen. P49862. purified proKLK7, EDANS-DABCYL substrate fluorescence; 100% is mature enzyme control, 0% vehicle. activation, % at 7 µM. 370,000 tested, 0.9% active;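 active = activation above the mean of all tested compounds plus 3 SD, computed per campaign excluding outliers beyond control limits, cut at about 13% in these data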
Target sequence (P49862 whole entry, looked up): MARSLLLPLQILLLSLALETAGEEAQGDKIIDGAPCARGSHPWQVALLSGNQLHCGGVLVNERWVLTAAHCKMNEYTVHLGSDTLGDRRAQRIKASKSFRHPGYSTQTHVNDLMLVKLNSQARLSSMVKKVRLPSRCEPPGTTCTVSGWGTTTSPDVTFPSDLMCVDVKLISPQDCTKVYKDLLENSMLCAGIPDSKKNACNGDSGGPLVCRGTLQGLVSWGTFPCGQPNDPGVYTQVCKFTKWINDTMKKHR
UHRF1 MBD2 ctr = UHRF1 methyl-DNA binding inhibition; Q96T88; UHRF1 binding to methylated oligo, TR-FRET; inhibition, % at 4.4 µM; 370,000 tested, 0.75% active; in the data active = inhibition above about 21%;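 also: UHRF1 SRA domain binding a hemimethylated CpG hairpin DNA probe; 0% = median of test compound wells and 100% = reference inhibitor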
PLC-beta3 inh = PLC-beta3 (human) inhibition, primary screen; inhibition, % at 12.2 µM; Purified PLC-beta3, fluorogenic substrate, fluorescence; AID 720704; 370,000 tested, 0.18% active; in the data active = inhibition above about 11%;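 also: 0% = median of compound wells on plate and 100% = full blocker control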
PLCg1 inh = PLC-gamma1 (human) inhibition, primary screen. P19174. purified PLC-gamma1, fluorogenic substrate, fluorescence. inhibition, % at 12.2 µM. 370,000 tested, 0.84% active. AID 720700; in the data active = inhibition above about 9.5%
ASAP1 GAP inh = inhibitors of human ASAP1 ArfGAP activity; ASAP1-stimulated ARF1 GTP hydrolysis, GDP FP detection; inhibition, % at 16.5 µM; 360,000 tested, 0.19% active; in the data active = inhibition above about 25%;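 also: 0% = vehicle with enzyme and substrate and 100% = no enzyme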
MBD2 inh = inhibitors of human MBD2 binding to methylated oligonucleotide; inhibition, % at 4.4 µM; TR-FRET; Q9UBB5; 370,000 tested, 0.31% active; in the data active = inhibition above about 13%
Tn6 DDE FP = DD(E)-Tn6 binding inhibition, primary FP screen; P02675; Fibrin DD(E) TRITC-Tn6 fluorescence polarization displacement; inhibition, % at 8.3 µM; 370,000 tested, 0.21% active; AID 720509;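 active = inhibition above a per-campaign cutoff: mean of compounds within control limits plus 3 SD, cut at about 15% in these data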;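 also: 0% = median of all compound wells on the plate and 100% = blocking peptide control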
ADAM17 inh = inhibits human ADAM17. recombinant ADAM17, EDANS/DABCYL FRET peptide cleavage. inhibition, % at 6.95 µM. 370,000 tested, 0.83% active;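 active = inhibition above the mean of compounds lying between control limits plus 3 SD, set per campaign, cut at about 8.5% in these data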;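 also: 0% = DMSO-only wells as the low control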
* marks the source's active call; other numbers are inactive results; i = inactive; . = no result given. Compounds as they come; 4.1% or so of the library scored in one or more.

SMILES | Tn7 DDE FP | ARFGAP1 inhibitor | proKLK7 act | UHRF1 MBD2 ctr | PLC-beta3 inh | PLCg1 inh | ASAP1 GAP inh | MBD2 inh | Tn6 DDE FP | ADAM17 inh
CCOC(=O)N1CCN(c2c(N3CCC(N4CCCCC4)CC3)c(=O)c2=O)CC1 | -2 | 10 | 0.1 | -1 | 3 | 4 | 14 | -6 | 4 | 3
O=C(NCc1n[nH]c(=S)n1-c1ccc(Cl)c(Cl)c1)c1cccs1 | -1 | 10 | 0.0 | -4 | 2 | 0 | -8 | 1 | 2 | -8
COc1ccc(C2CC(c3cccc(C(F)(F)F)c3)=NN2c2ccc(S(N)(=O)=O)cc2)cc1 (configuration not stated) | -3 | 10 | -210 | -3 | i | i | 17 | 3 | 2 | i
CC1CCc2sc3c(c2C1)c(=O)n(CC(=O)O)c(=O)n3Cc1ccc(Cl)cc1 (configuration not stated) | 1 | -16 | 0.4 | -3 | -12 | -3 | -18 | -4 | 2 | 0
Cc1nnc(SCCn2c(N3CCCCC3)nc3c2c(=O)n(C)c(=O)n3C)s1 | 0 | -5 | -0.8 | 0 | -1 | 0 | -8 | -1 | -1 | -11
COC(=O)C1=C(C)N(C)C(=NCc2cc(OC)c(OC)c(OC)c2)NC1c1cccc(C(F)(F)F)c1 (configuration not stated) | -2 | 8 | -0.3 | -2 | -3 | 3 | -14 | 6 | 6 | -1
O=C(CN1C(=O)NC(Cc2ccccc2)C1=O)NC(=O)NC1CCCCC1 (configuration not stated) | -8 | 0 | -0.1 | 1 | 1 | 2 | 9 | 2 | -5 | 3
Cc1ccc([C@@H]2CC=C(C(=O)O)[C@H](c3ccc(F)cc3)N2S(=O)(=O)c2ccc(C)cc2)cc1 | -5 | 7 | 1.3 | -3 | -21 | 1 | 19 | -1 | -2 | -1
COc1ccc(/C=C/c2nc(-c3ccccc3O)n[nH]2)cc1 | -3 | 11 | -0.3 | 66* | -39 | -28 | 7 | 4 | -6 | 7
O=C(COC(=O)CNS(=O)(=O)c1ccccc1)Nc1ccc(Cl)cn1 | -6 | 3 | -0.2 | 0 | 0 | 2 | -12 | 1 | -1 | -7
Cc1nc2ccccn2c1C(=O)NC1CCCC1 | -7 | 1 | 0.3 | 0 | -1 | 3 | -13 | 2 | 2 | -3
CCNC(=O)c1ccc(=O)n(Cc2ccc(Cl)cc2Cl)c1 | -4 | 7 | 0.2 | 1 | 7 | 9 | -3 | 0 | 2 | 8
CCCCCOC(=O)c1ccc(OC(=O)c2cncc(Br)c2)cc1 | 4 | 5 | -0.1 | -2 | 2 | -2 | 2 | 3 | 7 | -3
Cc1ccc(C2C(C(=O)c3ccco3)=C(O)C(=O)N2c2nnc(C)s2)cc1 (configuration not stated) | 3 | 3 | -0.5 | 1 | -68 | -53 | 5 | -1 | -3 | -2
CCCCCCn1cc(CN2CC(N(C)C)CS2(=O)=O)nn1 (configuration not stated) | -4 | -1 | 0.0 | 2 | 2 | 3 | 5 | -3 | -6 | 0
COC(=O)c1ccccc1OCCCOc1ccc(C=O)cc1OC | 1 | 0 | 0.2 | -1 | -1 | -1 | 2 | 5 | -4 | -4
CCOC(=O)C(Cc1c[nH]c2ccccc12)NC(=O)c1ccccc1Br (configuration not stated) | 8 | 8 | 0.2 | 4 | -6 | 6 | 2 | 8 | -9 | -5
COc1ccccc1NC(=O)COC(=O)CCC1CCCC1 | 1 | 0 | 0.0 | 2 | 1 | -4 | -4 | -5 | 3 | -1
CCC(=O)c1ccc(OCC(=O)OCC(=O)N2CCc3ccccc3C2)cc1 | 1 | -3 | -0.3 | 0 | -10 | -3 | 5 | 1 | -2 | 2
Cn1c(Cn2nnc3ccccc32)nnc1SCC(=O)NCc1ccc2c(c1)OCO2 | 1 | -3 | 0.2 | 1 | -2 | 3 | -4 | -1 | 3 | 0
O=C(CN1CCOCC1)Nc1ncc(Br)cc1Br | -6 | 11 | 0.5 | 6 | 2 | 0 | 0 | 4 | -2 | 1
COc1cccc(NC(=S)N2CCN(S(=O)(=O)c3ccc(F)cc3)CC2)c1 | 2 | 5 | -0.2 | 0 | -4 | -4 | 0 | 5 | 4 | -1
COc1cccc(-c2ccc(C#N)c(SCC(=O)NCc3ccco3)n2)c1 | 0 | -1 | 1.2 | 2 | -50 | -27 | 4 | -6 | 3 | -19
CCCC(C(=O)NC(C)(C)C)N(CCN1CCOCC1)C(=O)CNS(=O)(=O)c1ccccc1 (configuration not stated) | 3 | 6 | 0.1 | 0 | -3 | 3 | -12 | -6 | 3 | 1
CC(C)c1ncc(CO)n1Cc1c(Cl)cccc1Cl | -2 | 11 | -0.1 | 0 | 0 | 1 | 16 | 2 | 1 | -2

(more compounds)
SMILES | Tn7 DDE FP | ARFGAP1 inhibitor | proKLK7 act | UHRF1 MBD2 ctr | PLC-beta3 inh | PLCg1 inh | ASAP1 GAP inh | MBD2 inh | Tn6 DDE FP | ADAM17 inh
Cc1cc(Nc2ccc(F)cc2Cl)n2nc(C)nc2n1 | -6 | 6 | 0.3 | -2 | 2 | -2 | -1 | 2 | 6 | 1
Cc1c(NC(=O)Nc2cc(F)c(F)cc2Cl)c(=O)n(-c2ccccc2)n1C | -4 | -3 | -0.3 | -2 | -3 | -2 | -8 | 0 | -5 | -5
COc1ccc(CNC(=O)C(C)Sc2nc3ccccc3c(=O)n2CC2CCCO2)cc1 (configuration not stated) | 0 | 3 | 0.1 | 0 | 0 | 3 | -17 | 6 | -2 | 2
O=C(c1ccccc1-c1nc(-c2ccccc2Cl)no1)N1CCOCC1 | -4 | -7 | 0.6 | -3 | -3 | 2 | -14 | -2 | -6 | 2
CCCC[n+]1ccn(C2=C([O-])c3ccccc3C(=O)/C2=N\S(=O)(=O)c2ccc(Br)cc2)c1 | -4 | 2 | -0.6 | -2 | 4 | 3 | 2 | -3 | 2 | 3
CCn1cc(CN2CCN(CCc3ccccc3)C(CCO)C2)c(C)n1 (configuration not stated) | 2 | -1 | -0.6 | 0 | 2 | 0 | 1 | -1 | 2 | -3
Cc1ccc(C)c(S(=O)(=O)N2CCN(C(=O)CN3C(=O)C4CC=CCC4C3=O)CC2)c1 (configuration not stated) | -8 | 2 | -0.4 | 0 | -5 | -2 | 12 | -1 | -12 | -3
COc1ccc(-c2noc3c2-c2nc(-c4cccc(C)c4)sc2CC3)cc1 | 3 | 8 | 0.2 | 0 | 2 | 2 | 0 | -1 | -1 | -1
O=C1NC(=S)SC1=Cc1ccc(F)cc1 | -3 | -7 | -0.1 | 1 | 2 | 4 | -2 | -6 | -5 | 3
COC(=O)CCN(c1ccccc1)S(=O)(=O)c1ccc(OC)cc1 | -1 | 12 | -0.8 | 2 | -2 | 0 | -6 | 2 | 3 | -6
O=C(O)CCCC(=O)N1N=C(c2ccco2)CC1c1ccco1 (configuration not stated) | 6 | -4 | -0.1 | 3 | -7 | 1 | 18 | 0 | -6 | -4
CCOC1=C2[C@H](c3cccc(Cl)c3)N(S(=O)(=O)c3ccc(C)cc3)C[C@H]2n2c(=O)n(-c3ccccc3)c(=O)n2C1 | -10 | 7 | -0.7 | -1 | 0 | -3 | -1 | -7 | 4 | -3
CCOC(=O)C1=C(C)NC2=C(C(=O)CC(C)(C)C2)C1c1ccc2c(c1)OCO2 (configuration not stated) | 4 | . | 0.1 | 4 | -107 | -76 | . | -1 | 0 | -14
CC(C)(C)c1ccc2c(c1)N(CC(=O)N1CCOCC1)C(=O)CO2 | 5 | 4 | 0.3 | 1 | -3 | -1 | 10 | -5 | 2 | 1
COC(=O)C1=NN(N=O)C2(CC(=O)N(c3cc(C)cc(C)c3)C2=O)C1 (configuration not stated) | 8 | 7 | 0.4 | -4 | -14 | -12 | -18 | -1 | 9 | -3
Cc1ccc2nc(SCC(=O)NC3CCS(=O)(=O)C3)[nH]c2c1 (configuration not stated) | -4 | 0 | -0.3 | 2 | -1 | 7 | 4 | 0 | 3 | 5
O=C1NC[C@@H](CCCCN2CCN(CC3CCCCC3)C(=O)C2=O)N(Cc2ccccc2)C1=O | -3 | 3 | 0.5 | 0 | 2 | -3 | -19 | -1 | 9 | -4
CC(O)(c1ccccc1)c1nc(-c2ccccc2)cs1 (configuration not stated) | -2 | 15 | -0.6 | -3 | 2 | 4 | -2 | -5 | 12 | 3
N=C(c1ccc([N+](=O)[O-])cc1)N1CCCCCC1 | -2 | 12 | 0.1 | 0 | 0 | 5 | 10 | 2 | 5 | 0
CC(=O)O[C@]1(C(C)=O)CC[C@H]2[C@@H]3C=C(C)C4=CC(=O)CC[C@]4(C)[C@H]3CC[C@@]21C | 8 | 8 | 0.1 | -2 | 0 | -1 | -1 | 1 | 4 | -7
CC(C)C[C@@H](NC(=O)OC(C)(C)C)C(=O)N1O[C@]23C=C[C@]14C[C@@H](O)CC[C@]4(C)C2CC[C@]1(C)[C@@H]([C@H](C)/C=C/[C@H](C)C(C)C)CC[C@H]13 (some centres not stated) | -4 | 3 | -0.1 | -3 | 1 | 2 | 10 | 0 | -5 | -1
CC1(C)CC(=O)c2c(oc3ccc(NS(=O)(=O)c4ccc(C(=O)O)cc4)cc23)C1 | -3 | -5 | 0.6 | 0 | 0 | 1 | -5 | 4 | 2 | -1
CCOC(=O)c1c(NC(=O)CSc2nnc(-c3ccc(C)cc3)o2)sc(C(C)=O)c1C | 5 | 0 | 0.4 | -1 | 2 | -1 | 9 | -5 | 4 | -3
Cc1sc2nc(SCC(=O)N(C)Cc3ccccc3)n(-c3ccccc3)c(=O)c2c1C | 5 | 0 | 0.3 | -1 | 1 | -2 | -1 | -1 | -3 | 3
CC1(C)CC(=O)C2=C(C1)Nc1ccccc1NC2c1ccc(F)c(F)c1 (configuration not stated) | -3 | -12 | 0.1 | -2 | -24 | -16 | 1 | 1 | 3 | 0
N/C(=N\OC(=O)c1ccccc1)C(Cc1ccccc1)C(=O)NOC(=O)c1ccccc1 (configuration not stated) | -8 | 10 | 0.6 | 2 | 1 | 3 | 6 | 1 | 2 | 5

Single values from the list.
`CC(=O)O[C@]1(C(C)=O)CC[C@H]2[C@@H]3C=C(C)C4=CC(=O)CC[C@]4(C)[C@H]3CC[C@@]21C` | MBD2 inh = 1
`COc1ccccc1NC(=O)COC(=O)CCC1CCCC1` | PLC-beta3 inh = 1

Four compounds from above, ordered by the number in Tn7 DDE FP, largest number first.
SMILES | Tn7 DDE FP | ARFGAP1 inhibitor | proKLK7 act | UHRF1 MBD2 ctr | PLC-beta3 inh | PLCg1 inh | ASAP1 GAP inh | MBD2 inh | Tn6 DDE FP | ADAM17 inh
COC(=O)C1=NN(N=O)C2(CC(=O)N(c3cc(C)cc(C)c3)C2=O)C1 (configuration not stated) | 8 | 7 | 0.4 | -4 | -14 | -12 | -18 | -1 | 9 | -3
COc1ccc(-c2noc3c2-c2nc(-c4cccc(C)c4)sc2CC3)cc1 | 3 | 8 | 0.2 | 0 | 2 | 2 | 0 | -1 | -1 | -1
COC(=O)CCN(c1ccccc1)S(=O)(=O)c1ccc(OC)cc1 | -1 | 12 | -0.8 | 2 | -2 | 0 | -6 | 2 | 3 | -6
O=C1NC[C@@H](CCCCN2CCN(CC3CCCCC3)C(=O)C2=O)N(Cc2ccccc2)C1=O | -3 | 3 | 0.5 | 0 | 2 | -3 | -19 | -1 | 9 | -4
